# Screens as filed in PubChem.
# BAZ2B block = BAZ2B (human) inhibition | Potency, µM (top dose mostly 114 µM), without a hit: top-dose activity change, negative = inhibition, actives largely listed as inhibitors | AID 504333 | actives 4.4% (n = 360,000) | Q9UIF8 | AlphaScreen BAZ2B-H3K14Ac peptide displacement; note: potency is the fitted concentration of half-maximal effect; % is set by controls: 0 for no effect and ±100 for the full control effect; nearly all actives have a fitted effect of over 60% in size
#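 BAZ2B (50 nM) with biotin-H3(5-23)K14Ac peptide (50 nM) in PBS pH 7.4, 0.01% Tween-20, preformed 30 min, then compound 30 min at room temperature; top concentration 110uM. AlphaScreen streptavidin donor/nickel chelate acceptor beads (10 ug/mL final), 20 min dark, signal read.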
# ERG Ets-DNA blk = ERG Ets/DNA interaction inhibition. AID 624246. actives 0.028% (n = 370,000). fluorescence polarization, His-ERG Ets domain / labelled DNA. P11308. Potency, µM (titrated, usually from 76.9 µM), inactives show at the top dose FP activity, negative = inhibition, hits mostly inhibitors; active = well fitted inhibition curve with a large enough effect in the polarisation, with a control signal flat; inconclusive = small, poorly fitted or top-dose-only effect, or effect the other way, or a change in a side signal; inactive = no such curve, though single readings can be large or run the other way; the % refers to the polarisation;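 note: polarization taken with two DNA probes labelled with fluorescein and Texas red; potency is the fitted concentration of half-maximal effect; % of control where 0% means no effect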
#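 His-tagged ERG Ets domain (1 uM in the protein solution; 300mM KCl, 50mM Tris-HCl, 1mM EDTA, 1mM DTT, pH 7.5) received compound, then a probe mix of 5 nM fluorescein-DNA and 100nM Texas-615-DNA. Fluorescence polarization was read for both dyes.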
# JMJD2A Tudor inh = inhibitors of human JMJD2A Tudor domain | AlphaScreen JMJD2A-Tudor / H3K4me3 peptide binding | Potency, µM (highest dose often 114 µM), without a hit: top-dose activity change, negative = inhibition, most hits filed as inhibitors | actives 4.4% (n = 390,000); note: potency is the fitted concentration of half-maximal effect; % is set by controls: 0 for no effect and ±100 for the full control effect; nearly all actives have a fitted effect of over 50% in size
# Pin1 inhibitor = inhibitors of human Pin1; AID 504891; Potency, µM (titrated, usually from 115 µM), without a hit: top-dose activity, negative = inhibition, actives largely listed as inhibitors; Pin1 FP peptide displacement, HiFluor488, 10 min; actives 0.009% (n = 390,000); Q13526; active = well fitted inhibition curve with a large enough effect in the polarisation, with a control signal flat, not every such curve was filed as active; inconclusive = small, poorly fitted or top-dose-only effect, or effect the other way, or a change in a side signal; inactive = no such curve, though single readings can be large or run the other way; the % refers to the polarisation; note: potency is the fitted concentration of half-maximal effect; % is set by controls: 0 for no effect and ±100 for the full control effect
# Target sequence (Q13526 whole entry, looked up): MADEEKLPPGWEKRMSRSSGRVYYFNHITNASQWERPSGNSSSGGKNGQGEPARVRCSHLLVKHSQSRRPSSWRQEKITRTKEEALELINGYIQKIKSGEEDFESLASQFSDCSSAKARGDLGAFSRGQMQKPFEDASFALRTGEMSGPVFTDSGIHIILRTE
# HP1b binding inh = inhibitors of HP1-beta chromodomain binding to methylated histone tails; actives 0.56% (n = 390,000); AlphaScreen HP1-beta / biotin-H3K9me3 peptide binding; P83916; Potency, µM (top dose mostly 114 µM), inactives show at the highest dose activity change, negative = inhibition, hits mostly inhibitors; note: potency is the fitted concentration of half-maximal effect; nearly all actives have a fitted effect of over 70% in size; inactives centre near 23
# Target sequence (P83916 whole entry, looked up): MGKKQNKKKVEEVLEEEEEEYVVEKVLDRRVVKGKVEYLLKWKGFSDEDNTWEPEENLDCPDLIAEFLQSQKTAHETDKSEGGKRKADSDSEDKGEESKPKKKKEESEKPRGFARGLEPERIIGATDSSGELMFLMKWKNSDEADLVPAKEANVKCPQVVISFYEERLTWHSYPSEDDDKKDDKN
#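 AlphaScreen: HP1-beta (50 nM) preformed 30 min with biotin-H3(1-18)K9me3 peptide (50 nM) in PBS pH 7.4, 0.01% Tween-20. Compound added for 30 min at RT, then streptavidin donor/nickel chelate acceptor beads (10 ug/mL) for 30 min.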
# GLS inh = blocks human kidney-isoform glutaminase activity; GLS enzymatic activity, qHTS titration; O94925; actives 0.21% (n = 410,000); Potency, µM (doses to about 45.5 µM), without a hit: at the highest dose activity change, negative = inhibition, usual class: inhibitors; AID 624170; note: potency is the fitted concentration of half-maximal effect; % is set by controls: 0 for no effect and ±100 for the full control effect
# Target sequence (O94925 whole entry, looked up, canonical isoform): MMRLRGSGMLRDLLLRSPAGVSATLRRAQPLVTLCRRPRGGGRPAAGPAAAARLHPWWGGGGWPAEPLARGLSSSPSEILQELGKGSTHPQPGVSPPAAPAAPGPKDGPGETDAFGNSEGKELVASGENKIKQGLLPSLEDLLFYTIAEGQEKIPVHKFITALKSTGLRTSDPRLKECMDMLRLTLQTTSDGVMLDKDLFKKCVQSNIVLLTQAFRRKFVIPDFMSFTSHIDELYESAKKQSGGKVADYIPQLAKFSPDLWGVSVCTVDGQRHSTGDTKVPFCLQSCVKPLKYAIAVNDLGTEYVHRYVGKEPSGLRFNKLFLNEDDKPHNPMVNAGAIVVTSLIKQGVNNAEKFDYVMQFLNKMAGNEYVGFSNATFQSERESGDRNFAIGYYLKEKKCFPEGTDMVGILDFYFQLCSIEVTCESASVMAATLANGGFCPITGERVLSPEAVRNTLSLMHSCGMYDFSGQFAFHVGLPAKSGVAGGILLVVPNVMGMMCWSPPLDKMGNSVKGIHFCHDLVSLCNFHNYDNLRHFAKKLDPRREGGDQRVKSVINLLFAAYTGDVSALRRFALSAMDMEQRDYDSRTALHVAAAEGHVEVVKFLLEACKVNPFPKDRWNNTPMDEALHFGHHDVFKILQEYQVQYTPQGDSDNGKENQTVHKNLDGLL
#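 Coupled fluorescence readout: glutamate oxidase/HRP/Amplex Red detect glutamate formed by hKGA from L-glutamine (1 mM solution added). Buffer 45 mM KH2PO4 pH 8.2, 0.02% Tween-20; reads at t0 and 30 min RT.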
# PI4K2A block = blocks human PI4K2A kinase activity. Q9BTU6. purified PI4K2A, ADP-Glo luminescence, 1 h; hits give low values. activity change, negative = inhibition, % at 76.9 µM. actives 0.13% (n = 420,000); in the data active = activity change below about -50%; inconclusive = mostly about -30% to -49%;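 note: -100% = wells without enzyme as full effect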
#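 PI4K2A activity was measured by ADP-Glo luminescence: enzyme (4 ug/mL stock) and phosphatidylinositol (1.2 mM stock) in Tris pH 7.5/MgCl2/EGTA/Triton X-100 buffer were reacted with ATP (300 microM stock) for one hour at ambient temperature.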
# G9a inh = blocks human histone lysine methyltransferase G9a | G9a H3K9 monomethylation, AlphaScreen, 2 h | actives 8.8% (n = 350,000) | Potency, µM (series often up to 102 µM), without a hit: top-dose activity, negative = inhibition, actives largely listed as inhibitors; note: potency is the fitted concentration of half-maximal effect; % is set by controls: 0 for no effect and ±100 for the full control effect; nearly all actives have a fitted effect of over 75% in size
#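 Step 1: enzyme (final 20 nM) with compound, 15 min RT. Step 2: substrate peptide 500 nM and SAM 20 uM, 2 h RT. Step 3: anti-H3K9me1 antibody and AlphaScreen beads, 10 min, then plate read.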
# Tb PGK inh = T. brucei PGK inhibition | P07378 | PGK/GAPDH coupled, Kinase-Glo luminescence, 60 min | Potency, µM (top dose mostly 57.5 µM), inactives show top-dose activity change, negative = inhibition, usual class: inhibitors | actives 0.043% (n = 380,000); note: potency is the fitted concentration of half-maximal effect; % is set by controls: 0 for no effect and ±100 for the full control effect; nearly all actives have a fitted effect of over 60% in size
#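 Recombinant glycosomal PGK reaction used 1,3-bisphosphoglycerate generated in-well by GAPDH (100nM final) in 100mM TEA pH 7.6, 5mM MgCl2, 0.01% Tween-20. After 60 minutes at room temperature, ATP was read by Kinase-Glo Plus luminescence end-point.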
# Numbers without * were called inactive; i = inactive; ? = inconclusive; / = not tested or not shown; & = joins results of further samples; [ ] = another dose, or the depositor's remark. Unless noted, calls come from the whole dose curve; as a rule, active = well fitted curve in the direction sought with a large enough effect; inconclusive = small, poorly fitted or top-dose-only effect, or another doubt; inactive = no such curve, though single readings can be large; an effect the other way counts as inactive or inconclusive. Rows were taken by chance; any-hit rate near 11%.
SMILES,BAZ2B block,ERG Ets-DNA blk,JMJD2A Tudor inh,Pin1 inhibitor,HP1b binding inh,GLS inh,PI4K2A block,G9a inh,Tb PGK inh
CCn1cc(CN2CCC(n3nccc3NC(=O)C3CCCC3)CC2)cn1,0.5%,-4.4%,-15.8%,-4.6%,28.7%,11.5%,-0.3,24.1%,i
C/C(N)=C(/C#N)C(=O)CSc1nnc(-c2ccc(OC(F)F)cc2)o1,-38.6%,1.4%,-4.8%&-15.5%,6.2%&18.4%,1.6%&15.0%,-1.6%&-1.5%,7.5&0.0,-33.9%[12.7 µM],3.8%
Nn1c(SCC(=O)Nc2ccc(S(=O)(=O)N3CCCC3)cc2)nnc1C(F)(F)F,-3.8%,2.0%,-8.5%,2.6%,20.4%,8.0%,-8.4,-14.4%[59 µM],-9.0%
CCCOc1ccc(OCC(=O)c2[nH]c(C)c(C(C)=O)c2C)cc1,-1.9%,-0.2%,-12.8%,3.6%,14.2%,2.6%,3.8,4.4%[59 µM],10.1%
CCc1ccccc1Nc1nc(N)nc(COC(=O)C2=COCCO2)n1,9.5%,0.1%,-15.5%,5.6%,29.8%,-0.4%,-4.2,27.1%[12.7 µM],i
COc1ccc(Cl)cc1S(=O)(=O)Nc1cccc(C(=O)O)c1,-6.2%,5.6%,-19.3%,-6.9%,15.2%,13.6%,-2.5,-2.8%[59 µM],i
CCCc1cc(C(=O)OC)c(NC(=O)CCCC(=O)O)s1,-9.8%,12.9%,0.7%,-4.5%,19.4%,3.8%,-7.9,-8.3%,i
CCc1ccc(OCC(=O)N(Cc2ccco2)Cc2ccco2)cc1,1.2%,1.3%,-32.1%,-2.6%,8.6%,-2.5%,0.3,-7.9%[59 µM],9.0%
COC(=O)c1ccc(NCc2c(O)ccc(O)c2Br)cc1Cl,/,/,3.55µM*,2.4%,10µM*,?,5.6,/,-10.5%
COc1ccccc1NC(=O)CCS(=O)(=O)c1cc2c(cc1Cl)NC(=O)CO2,-11.2%[57.1 µM],5.2%,-2.1%,0.8%,65.6%[activator],-5.2%,-1.3,20.8%,-8.4%

# Brought forward from above: two compounds, followed by the next part.
SMILES,BAZ2B block,ERG Ets-DNA blk,JMJD2A Tudor inh,Pin1 inhibitor,HP1b binding inh,GLS inh,PI4K2A block,G9a inh,Tb PGK inh
COC(=O)c1ccc(NCc2c(O)ccc(O)c2Br)cc1Cl,/,/,3.55µM*,2.4%,10µM*,?,5.6,/,-10.5%
COc1ccccc1NC(=O)CCS(=O)(=O)c1cc2c(cc1Cl)NC(=O)CO2,-11.2%[57.1 µM],5.2%,-2.1%,0.8%,65.6%[activator],-5.2%,-1.3,20.8%,-8.4%
Cc1cc(NC(=O)Cn2c(=O)oc3ccccc32)no1,1.0%,7.8%,-15.4%,2.0%,8.7%,-1.8%,1.1,20.4%[12.7 µM],-1.9%
COC(=O)Cn1c(=NC(=O)C2COc3ccccc3O2)sc2cc(S(N)(=O)=O)ccc21 (stereo not drawn),-6.5%,?,-1.4%,?,17.4%,-0.2%,2.9,-6.8%[59 µM],-5.5%
COc1ccc(S(=O)(=O)NCC2CCC(C(=O)NCc3ccc(F)cc3)CC2)cc1 (stereo not drawn),1.6%,-5.9%,-10.0%,-1.6%,33.6%,-3.2%,0.7,-8.7%,-6.3%
O=C(NCCc1ccc(F)cc1)C1CCCCC1,-2.2%,1.4%,1.3%,1.8%,19.3%,-7.3%,1.9,/,-5.8%
O=C(Nc1ccc(N2CCOCC2)cc1)c1cccc2c(Br)cccc12,-2.1%,-4.5%,-13.0%,1.6%,11.5%,1.6%,-21.9,-3.1%,7.1%
COc1ccc(CCNC(=O)c2nnn(CC(=O)Nc3ccccc3C)c2N)cc1OC,-23.3%,-4.9%,-28.4%,4.1%,33.3%,2.1%,6.3,-7.4%,1.6%
O=C(NCc1ccncc1)C(=O)Nc1nc(C23CC4CC(CC(C4)C2)C3)cs1,-9.6%,/,-34.0%,0.7%,9.3%,-5.0%,-5.5,-3.8%[59 µM],i
COc1ccccc1NC(=O)CSc1nc(=O)n(CCN(C)C)c2c1CCCC2,8.7%,9.2%,-2.7%,-1.1%,15.6%,3.0%,-0.5,-8.2%,8.1%
O=C(Nc1ccc(O)c(-c2nc3ccccc3s2)c1)c1cccs1,9.8%,-2.4%,-2.1%,4.1%,32.4%,-8.9%,-0.5,10.2%[59 µM],-0.8%
CC(C)(C)N(Cc1ccccc1)C(=O)c1cc2ccccc2o1,19.1%,-1.4%,60.5%[activator],5.5%,84.3%[activator],5.2%,-3.3,64.2%[activator],i
FC(F)(F)c1ccccc1NC(=S)N/N=C1\CC2CC=CC12 (stereo not drawn),70.8µM*,-5.9%,-37.2%,13.2%,?,0.0%,-2.0,17.8µM*,i
CCC(=O)c1c[nH]c(C(=O)NCc2cccnc2)c1,-4.6%,3.5%,-21.1%,0.8%,21.3%,-9.5%,-3.3,1.6%,-0.1%
Cc1cccc(N2CCN(C(=O)C3CCN(Cc4nc(-c5ccc(Cl)cc5)oc4C)CC3)CC2)c1C,-13.3%,6.7%,-10.9%,0.0%,20.5%,3.4%,0.3,-43.7%[59 µM],9.6%
CCOC(=O)C1CCCCN1C(=O)CCc1c(C)nc2cc(-c3ccccc3)nn2c1C (stereo not drawn),10.0%,-3.0%,-12.4%,1.4%,47.5%[activator],1.7%,-2.5,19.1%,-2.4%
CCOc1nc(C)ccc1-c1noc(-c2ccncc2)n1,2.8%,5.0%,-7.9%,3.4%,28.6%,2.0%,-8.2,-0.4%[59 µM],-7.0%
CC(C)[C@H](NC(=O)C1CCN(S(=O)(=O)c2ccc(F)cc2)CC1)C(=O)N1CCCC1,18.3%,8.3%,-9.8%,-5.6%,22.9%,-0.6%,1.4,38.9%[activator],-0.9%
COC1=CC(=O)CC(C)C12Oc1c(Cl)c(OC)cc(OC)c1C2=O (stereo not drawn),-1.1%,-1.4%,-8.3%,1.3%,28.3%,0.3%,5.2,7.9%[59 µM],5.5%
O=c1[nH]c(SCc2ccc(Cl)cc2)nc2c1CCC2,-0.2%,1.6%,-4.1%,-2.1%,25.7%,8.3%,9.2,-8.0%[59 µM],2.2%
O=C(NCc1ccncc1)c1cnccn1,3.4%,2.2%,-4.9%,?,40.6%[activator],10.3%,-2.9,25.2%[59 µM],-6.8%
CCOc1c(Br)cc(C(=O)N2CCCN(C)CC2)cc1OC,3.0%,-13.0%,6.4%,-1.7%,25.1%,5.9%,1.0,-0.7%,-2.3%
C=CCNC(=O)CSc1nc2cc(C(=O)OCC)ccc2n1CC,-4.3%,8.0%,-6.3%,-1.8%,17.9%,-4.2%,2.1,7.6%,-2.0%
CN1CCN(C(=O)C2CCC(=O)N(CCc3cccc(F)c3)C2)CC1 (stereo not drawn),-9.0%,-5.2%,-19.3%,-3.8%,11.8%,3.8%,3.9,-42.6%,6.2%
Cn1c(CNc2nc(-c3ccccc3)cs2)nnc1SCC(=O)N1CCc2ccccc21,?,-3.9%,?,1.7%,-0.1%,-11.9%,-5.2,?,3.3%
COc1ccccc1N1CCN(C2CCCN(S(=O)(=O)c3ccccc3)C2)CC1 (stereo not drawn),-13.7%,-5.5%,-8.8%,-5.2%,1.4%,15.5%,1.0,/,0.4%
N#C/C(=C/c1cn(-c2ccccc2)nc1-c1cccc(S(=O)(=O)N2CCOCC2)c1)C(=O)NCc1ccco1,-18.2%,3.0%,-2.1%,1.0%,38.5%,1.8%,0.1,0.6%[59 µM],2.1%
O=c1c2ccccc2ncn1-c1ccccc1C(F)(F)F,-9.5%,16.8%,1.0%,3.9%,85.9%[activator],-1.7%,1.7,-3.0%,/
Cc1ccc2c(C)c(C(=O)N3CCN(c4ccncc4)CC3)oc2c1C,/,2.0%,-20.0%,-3.8%,12.4%,8.1%,-0.9,/,-5.0%
Cc1ccc(CSCC(=O)N2CCN(c3ccccc3)CC2)cc1,-28.9%,-4.3%,-13.7%,-7.6%,25.1%,-10.8%,-2.5,4.4%[59 µM],2.4%
CC(C)Oc1cccc(C(=O)C2CCCN(C(=O)c3ccoc3)C2)c1 (stereo not drawn),-36.8%,32.3%[activator],-19.9%,-3.1%,37.4%,-3.7%,-0.2,?,-8.1%
CCc1ccccc1NC(=O)CC(O)(C(=O)OC)C(F)(F)F (stereo not drawn),-1.7%,/,-19.7%,-2.6%,30.8%,?,-2.1,-3.5%[12.7 µM],-8.3%
CC(=O)Nc1ccc(S(=O)(=O)N2CCN(c3ncccn3)CC2)cc1,0.1%,0.1%,3.0%,3.1%,34.6%[activator],0.1%,3.2,/,i
O=C(NC(=S)Nc1ccc2[nH]c(=O)[nH]c2c1)c1cncc(Br)c1,-12.4%,4.2%,-13.1%,-6.6%,-24.6%,17.9%,1.2,?,i
CCc1cc(=O)oc2cc(OC(C)C(=O)O)c(Cl)cc12 (stereo not drawn),?,-11.7%,-13.6%,-3.4%,40.1%[activator],-15.6%,2.2,-49.8%,6.5%
CCOC(=O)c1ccc(N2C(=O)CC(Sc3nc(C)cc(C)n3)C2=O)cc1 (stereo not drawn),-8.4%,18.0%,11.9%,4.2%,55.7%[activator],-2.0%,-1.3,-11.2%[59 µM],-1.4%
